HKDC1 inh – blocks human hexokinase HKDC1 activity | Q2TB90 | recombinant HKDC1, G6PDH/diaphorase resazurin coupled fluorescence | inhibition, % at 20 µM | actives 0.16% (n = 340,000) | AID 493160;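 active means inhibition above about 35% when tested at 20 µM, limit read from the data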;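 further: plate controls were DMSO wells with enzyme for no effect and DMSO wells lacking enzyme for full effect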
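Test system: Recombinant HKDC1 (HK5) hexokinase enzyme, produced in-house | Input: HKDC1 at 5 µg/mL | Buffer or medium: Tris pH 8.0 buffer with MgCl2, Tween-20, BSA, BME | Schedule: 90 min reaction incubation at room temperature, dark | Technique: Resazurin-to-resorufin fluorescence via G6PDH and diaphorase coupling, 525/613 nm | Controls: DMSO wells with and without enzyme mix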
SENP1 FRET inh – inhibitors of human SENP1 SUMO protease catalytic domain; inhibition, % at 10 µM; actives 0.21% (n = 360,000); Q9P0U3; AID 624204; recombinant SENP1 catalytic domain, CyPet-SUMO1-YPet FRET cleavage;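 active means inhibition at least 30% at 10 µM, raw YFP signal under a set limit, fluorescence ratio 0.5 to 1.5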;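 further: 0% = enzyme with DMSO and 100% = no enzyme wells; some results filed as inactive read as strong as hits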
Target sequence (Q9P0U3 419-644 limits assumed): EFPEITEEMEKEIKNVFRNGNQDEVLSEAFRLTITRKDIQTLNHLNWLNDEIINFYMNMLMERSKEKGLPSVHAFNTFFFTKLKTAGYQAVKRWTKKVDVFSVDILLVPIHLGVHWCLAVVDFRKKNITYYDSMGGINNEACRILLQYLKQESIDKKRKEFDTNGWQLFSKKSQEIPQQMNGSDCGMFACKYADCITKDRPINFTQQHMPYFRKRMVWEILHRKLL
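Compound: 10 µM single point, 0.5% DMSO; Test system: hSENP1 catalytic domain, recombinant; Timing: 50 min reaction at room temperature; Technique: FRET, CFP and YFP emission; Control set: no-enzyme wells low, DMSO-plus-enzyme wells high control.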
SENP8 block-1 – inhibitors of human SENP8 protease; recombinant SENP8, Nedd8 substrate fluorescence; actives 0.64% (n = 360,000); inhibition, % at 20 µM; Q96LD8; AID 602440; in the data active means inhibition mostly above about 40%, no sharp cut-off; inactive means mostly below about 27%
SENP8 block-2 – SENP8 protease inhibition; inhibition, % at 10 µM; AID 2540; Q96LD8; actives 1.2% (n = 330,000); purified SENP8, Z-RLRGG-aminoluciferin cleavage, luminescence; in the data active means inhibition above about 50%
PfGluPho inh – PfG6PD (Plasmodium falciparum) enzyme inhibition. actives 0.78% (n = 350,000). PfGluPho enzyme, NADPH resazurin-diaphorase fluorescence. inhibition, % at 20 µM;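 active means inhibition reaching at least a set limit at 20 µM in the primary screen, cut at about 59% in these data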;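 further: 0% = DMSO wells with substrate and 100% = DMSO wells lacking glucose-6-phosphate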
SENP7 block – inhibitors of human SENP7 protease | Q9BQF6 | recombinant SENP7, Z-RLRGG-aminoluciferin luminescence, 40 min | inhibition, % at 5 µM | actives 1.5% (n = 330,000) | AID 434973;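 active means inhibition above about 50% at the single test dose, limit read from the data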;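 further: plate controls were DMSO with enzyme for no effect and no enzyme buffer wells for full effect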
Target sequence (Q9BQF6 706-1050 limits assumed): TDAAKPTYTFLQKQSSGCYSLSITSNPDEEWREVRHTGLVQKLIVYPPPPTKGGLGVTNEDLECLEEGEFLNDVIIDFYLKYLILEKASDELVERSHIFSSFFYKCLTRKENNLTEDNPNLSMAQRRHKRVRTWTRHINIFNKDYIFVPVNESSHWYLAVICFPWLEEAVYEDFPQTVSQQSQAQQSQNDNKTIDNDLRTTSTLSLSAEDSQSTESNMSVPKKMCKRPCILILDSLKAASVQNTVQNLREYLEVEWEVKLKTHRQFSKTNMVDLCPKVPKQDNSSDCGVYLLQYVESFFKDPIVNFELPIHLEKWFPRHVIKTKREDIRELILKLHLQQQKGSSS
SENP6 inh – SENP6 protease inhibition; Q9GZR1; Recombinant SENP6 catalytic domain, aminoluciferin luminescence; actives 1.8% (n = 330,000); inhibition, % at 10 µM;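 active means inhibition above about 50% at the single tested dose, limit read from the data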;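 further: plate controls were DMSO wells with enzyme for no effect and DMSO wells lacking enzyme for full effect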
Target sequence (Q9GZR1 628-1112 limits assumed): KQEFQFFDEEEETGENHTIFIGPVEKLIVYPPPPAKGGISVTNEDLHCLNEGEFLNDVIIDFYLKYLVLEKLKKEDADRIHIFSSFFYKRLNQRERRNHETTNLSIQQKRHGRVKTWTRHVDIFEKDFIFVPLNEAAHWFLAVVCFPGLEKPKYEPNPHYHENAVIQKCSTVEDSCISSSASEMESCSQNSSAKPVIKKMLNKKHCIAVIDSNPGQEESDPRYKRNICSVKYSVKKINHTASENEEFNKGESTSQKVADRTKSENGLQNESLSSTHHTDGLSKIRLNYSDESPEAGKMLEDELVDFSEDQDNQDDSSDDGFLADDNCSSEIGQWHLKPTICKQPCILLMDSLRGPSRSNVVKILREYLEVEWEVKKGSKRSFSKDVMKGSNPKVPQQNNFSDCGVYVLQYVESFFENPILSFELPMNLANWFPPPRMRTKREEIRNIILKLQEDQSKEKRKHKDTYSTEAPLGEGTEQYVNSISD
Apaf1 inhib – inhibitors of human Apaf-1 apoptosome; O14727; reconstituted apoptosome caspase-3 activity, DEVD-Rh110 fluorescence; inhibition, % at 20 µM; actives 0.71% (n = 330,000); AID 489030; active means inhibition of at least 40% at 20 µM;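 further: plate controls were DMSO wells for no effect and DEVD-CHO caspase inhibitor wells for full effect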
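Material: cell-free apoptosome with Apaf-1, procaspase-3 and caspase-9; Buffer or medium: Hepes pH 7.5 with detergent and BSA; Reagent: cytochrome c trigger plus (Z-DEVD)2-Rh110 caspase-3 substrate; Times: compound with Apaf-1, dATP, procaspase-3 30 min, then 50 min reaction, room temperature; Technique: Rh110 fluorescence intensity.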
Active calls of the source: *; i = inactive; · = no result given. Outcome played no part in choosing rows. About 3.6% of those tested had a hit in this group.

cpd	SMILES	HKDC1 inh	SENP1 FRET inh	SENP8 block-1	SENP8 block-2	PfGluPho inh	SENP7 block	SENP6 inh	Apaf1 inhib
1	Cc1ccc(OCC(O)CN2C(=O)NC(C)(C)C2=O)cc1C (stereo unspecified)	1	0	2	8	8	-1	-8	-11
2	CCN(CC(=O)Nc1cccc(OC)c1)CC(=O)Nc1cccc2ccccc12	0	0	17	8	-2	0	6	3
3	CC(C)N(Cc1ccccc1)S(=O)(=O)c1ccc(F)cc1	0	-33	8	-1	15	0	-2	13
4	CCCCC1CCC(C(=O)N(CC(C)C)c2c(N)n(Cc3ccccc3)c(=O)[nH]c2=O)CC1 (stereo unspecified)	-1	·	·	-5	-9	0	-7	10
5	Cc1cc(C)cc(OCc2nnc(N)s2)c1	-2	-1	2	-8	-12	0	-20	-18
6	O=C(O)C1=C(Nc2ccccc2)OCC1=O	-1	1	3	-5	-19	-5	14	-6
7	O=C(CNc1ccc2ccccc2c1)N/N=C/c1ccc([N+](=O)[O-])o1	11	-19	-173	7	24	12	54*	11
8	CCOC(=O)C1=C(Nc2ccc(Cl)cc2)OCC1=O	1	-1	25	1	-3	1	3	-18
9	Cc1cccc(-c2nn(-c3ccccc3)cc2C(=O)Nc2cccc(S(=O)(=O)NC3=NCCC3)c2)c1	0	3	3	-6	26	-4	-15	20
10	CCOCCn1c(CN2CCc3ccccc3C2)nc2c1c(=O)n(C)c(=O)n2C	-4	0	-26	-7	-3	5	-14	-11
11	CC(C(=O)NCc1ccccc1)n1cc([N+](=O)[O-])cn1 (stereo unspecified)	-2	-1	13	9	10	8	-3	0
12	O=C(COc1ccc(Br)cc1)Nc1ccc(S(=O)(=O)Nc2ccccn2)cc1	4	-3	-331	9	-6	-2	-16	14
13	CC1(C)OC(=O)C(=NNc2ccc(C(=O)O)cc2)C(=O)O1	-2	-1	25	2	9	-1	-16	-26
14	CCOC(=O)CC(=O)CSc1ccc2nnc(-c3cccc(F)c3)n2n1	-3	-5	-142	-6	-6	1	-19	-8
15	COc1ccc(OC)c(NC(=O)c2cc(S(=O)(=O)N3CCCCC3)c[nH]2)c1	0	-1	4	0	4	1	2	6
16	CC(NC(=O)c1ccc(Cl)cc1)c1nnc(SCc2ccc([N+](=O)[O-])cc2)n1C (stereo unspecified)	-4	-1	14	-1	0	8	-16	5
17	COC(=O)N/N=C/c1cc(Cl)c(OCc2ccc(F)cc2)c(OC)c1	-6	1	13	-4	-2	-1	10	-5
18	Brc1ccc(-c2noc(COc3ccc4ccccc4c3)n2)o1	5	-2	5	-1	24	0	-7	3
19	COc1cccc(NC(=O)CN(C)C(=O)c2ccccc2OCC(=O)Nc2cccc(C(F)(F)F)c2)c1	7	0	4	-5	41	-10	-2	20
20	C/C(=N\Nc1ccc(Cl)c(C(=O)O)c1)c1cccs1	-3	-20	-4	-1	8	-3	1	10
21	Cn1nnnc1Sc1ncnc2scc(-c3cc4ccccc4o3)c12	19	-9	-51	6	10	-1	1	7
22	Cc1ccc(Nc2nc(N)c([N+](=O)[O-])c(N3CCCC(C)C3)n2)cc1C (stereo unspecified)	-2	1	20	2	28	2	1	36
23	CCOC(=O)c1c(C)n(C)c2ccc(OCC(O)CN3CCN(C)CC3)cc12 (stereo unspecified)	1	-2	7	-7	-8	-7	-6	14
24	O=C(N/N=C/c1ccccc1OC(F)F)C1=COCCO1	-9	2	10	-13	14	-7	-16	-7

Compound profiles, as listed above:
Cc1ccc(Nc2nc(N)c([N+](=O)[O-])c(N3CCCC(C)C3)n2)cc1C (stereo unspecified) is entered as HKDC1 inh: -2; SENP1 FRET inh: 1; SENP8 block-1: 20; SENP8 block-2: 2; PfGluPho inh: 28; SENP7 block: 2; SENP6 inh: 1; Apaf1 inhib: 36
COc1cccc(NC(=O)CN(C)C(=O)c2ccccc2OCC(=O)Nc2cccc(C(F)(F)F)c2)c1 is entered as HKDC1 inh: 7; SENP1 FRET inh: 0; SENP8 block-1: 4; SENP8 block-2: -5; PfGluPho inh: 41; SENP7 block: -10; SENP6 inh: -2; Apaf1 inhib: 20

(continued)
cpd	SMILES	HKDC1 inh	SENP1 FRET inh	SENP8 block-1	SENP8 block-2	PfGluPho inh	SENP7 block	SENP6 inh	Apaf1 inhib
25	O=C(COC(=O)C1CCCCC1C(=O)N1CCc2ccccc21)NCc1ccco1 (stereo unspecified)	0	-5	-3	-2	8	0	2	14
26	COC(=O)c1cc(-c2ccc(OC)cc2)n[nH]1	-5	0	11	-17	8	12	-18	1
27	CCCCCCCn1c(C)nnc1-c1cnn(C)c1N	-5	-2	25	7	-5	5	-4	8
28	CCc1cccc(C)c1N=Cc1c(O)c2ccccc2oc1=O	-1	1	0	16	7	-5	-11	6
29	Cc1sc2ncn(CC(=O)NCC(=O)N(C)Cc3ccccc3)c(=O)c2c1C	-1	-2	12	1	-6	-3	-10	-13
30	Cc1ccnc(NC(=O)CCC(=O)N(Cc2ccco2)C(C(=O)NC(C)C)c2ccc(F)cc2)c1 (stereo unspecified)	-1	-1	2	-5	-7	-1	-19	7
31	Cc1ccc(N2CC(C(=O)N3CCN(C(=O)c4ccco4)CC3)CC2=O)cc1 (stereo unspecified)	-11	0	6	4	4	-4	-16	-2
32	O=C(Nc1cccc(C(F)(F)F)c1)c1ccccc1NC(=O)C1CCCCC1	-7	0	-18	-11	0	-14	5	-10
33	CCOC(=O)C(CC)(CC)C(=O)/C=C/c1ccc(OC)cc1	2	-2	13	-7	12	-2	0	12
34	CC1CCCCC1NC(=O)Cn1cnc2sccc2c1=O (stereo unspecified)	-8	-18	-9	-9	3	-7	-3	6
35	O=C(CN1C2CCCC1CC(NC(=O)c1ccco1)C2)Nc1ccccc1 (stereo unspecified)	-6	2	16	1	10	4	13	2
36	Cc1ccc(S(=O)(=O)c2nc(-c3ccco3)oc2SCC(=O)NCC2CCCO2)cc1 (stereo unspecified)	-11	-8	-20	-3	10	-11	-12	9
37	COC(=O)c1ccccc1NC(=O)C(C)Oc1ccccc1 (stereo unspecified)	-1	0	-4	5	12	-1	-6	8
38	CCc1nc(SCc2ccc(C(=O)OC)o2)n[nH]1	-10	2	3	-7	3	-1	-13	5
39	Cc1ccc([N+](=O)[O-])cc1NC(=O)CSc1nncc2ccccc12	-3	1	6	7	16	4	8	-5
40	CCOc1ccc(NC(=O)Nc2c(C)n(C)n(-c3ccccc3)c2=O)cc1	3	0	18	0	-18	-4	-49	-3
41	O=C(CN1C(=O)C2CC=CCC2C1=O)Nc1nc(-c2ccc(F)cc2)cs1 (stereo unspecified)	-2	-1	-10	-7	9	1	10	7
42	COc1ccc(CCC(=O)OCC(=O)Nc2ccc(C)c(S(=O)(=O)N(C)C)c2)cc1	5	0	5	·	-4	·	·	·
43	CCN(CC)CCCNC(=O)CCn1nc(-c2ccc(Cl)cc2)ccc1=O	-6	0	13	-14	3	-2	-12	12
44	Cc1cccc(C)c1N(CC(=O)NCc1ccccc1)C(=O)c1csnn1	-6	5	6	-1	-8	-4	3	7
45	COc1cccc(/C=C2\SC(=S)N(CCCC(=O)Nc3ccc(C(=O)O)cc3)C2=O)c1	5	2	9	84*	8	81*	84*	11
46	O=C(Cn1c(=O)oc2cc(S(=O)(=O)N3CCCC3)ccc21)NC1CCCc2ccccc21 (stereo unspecified)	-3	4	9	-7	-10	-7	-15	3
47	COc1cc2nc(Cl)nc(N3CCCCC3)c2cc1OC	0	-11	-30	-7	-15	0	-8	2
48	NC(=O)CC(NC(=O)Cc1cccc2ccccc12)c1ccc(NCCCN2CCCC2=O)c([N+](=O)[O-])c1 (stereo unspecified)	-4	2	14	2	-9	5	-7	7

A run of entries taken from the entries so far, for reference:
cpd	SMILES	HKDC1 inh	SENP1 FRET inh	SENP8 block-1	SENP8 block-2	PfGluPho inh	SENP7 block	SENP6 inh	Apaf1 inhib
37	COC(=O)c1ccccc1NC(=O)C(C)Oc1ccccc1 (stereo unspecified)	-1	0	-4	5	12	-1	-6	8
38	CCc1nc(SCc2ccc(C(=O)OC)o2)n[nH]1	-10	2	3	-7	3	-1	-13	5

The list goes on.
cpd	SMILES	HKDC1 inh	SENP1 FRET inh	SENP8 block-1	SENP8 block-2	PfGluPho inh	SENP7 block	SENP6 inh	Apaf1 inhib
49	COc1ccc(NC(=O)C/C(C)=N/NC(=O)C(=O)Nc2cccc(Cl)c2C)c(OC)c1	-11	-22	4	-1	-7	3	-24	0
50	Nc1cccc2c1C(=O)N(C(=O)c1cccc(S(=O)(=O)N3CCCCCC3)c1)C2=O	3	-21	i	11	-3	1	-7	9
51	O=c1[nH]c2ccccc2c(=O)n1Cc1ccco1	-5	0	28	-9	1	-15	-19	3
52	COc1cc(/C=N/Nc2snc(SC)c2C#N)ccc1O	-10	-51	-291	-10	11	7	12	-7
53	CC12C(=O)N(c3ccc(C(=O)N4CCOCC4)cc3)C(=O)C1C1c3ccccc3C2c2ccccc21 (stereo unspecified)	·	·	·	3	·	7	5	-3
54	COc1ccc(C(c2sc3ncnn3c2O)N2CCN(c3ccccc3F)CC2)cc1OC (stereo unspecified)	-2	5	12	-7	-8	4	-12	13
55	CC(=O)Nc1nnc(-c2ccc(Cl)s2)o1	-5	2	-61	4	-18	0	1	-2
56	Cn1nnnc1SCC(=O)Nc1ncc(C(F)(F)F)cc1Cl	-7	4	10	-14	-6	-14	9	-3
57	COc1ccc(C(=O)NC(C(=O)NCC(=O)Nc2c(C)cccc2C)C(C)C)cc1 (stereo unspecified)	4	1	21	5	-18	0	-4	0
58	O=C1CS/C(=N/N=C/c2ccccc2)N1Cc1ccco1	-2	0	22	-20	1	-6	-7	-6
59	O=C(COC(=O)c1ccc(Br)o1)NCCCc1ccccc1	-1	-1	8	2	10	-2	-2	-6
60	Cc1cc(F)ccc1NC(=O)C1CCCO1 (stereo unspecified)	-5	2	6	-3	-7	4	-13	-3
61	CCC1(CC)NC(=O)N(CC(=O)OC(C)C(=O)Nc2ccccc2OC)C1=O (stereo unspecified)	-3	2	3	14	1	-2	-12	-1
62	Cc1ccnc2nc(C(=O)OCC(=O)N(Cc3ccccc3)C(C)C)nn12	2	0	1	-2	-19	-10	11	-3
63	Oc1ccc(/C=N/Nc2ccc(Cl)nn2)cc1O	7	3	31	3	-5	5	10	1
64	C/C=C/c1ccc(OCC(=O)NCc2ccccc2OC)c(OC)c1	-7	1	16	-3	-2	2	-6	9
65	Cc1ccc(S(=O)(=O)CCC(=O)OCc2nnc(-c3ccc([N+](=O)[O-])cc3)o2)cc1	-6	1	8	·	1	·	·	·
66	Cc1cc(C)n2nc(SCC(=O)c3ccccc3)nc2n1	-11	-2	4	7	-1	7	-4	-5
67	COc1cnc(N(C)C)nc1Sc1cccc(Cl)c1	2	-2	i	5	14	0	-15	9
68	CN1CCN(C2OC(=O)c3ccccc32)CC1 (stereo unspecified)	-3	1	20	1	-4	2	-6	9
69	O=C(Nc1c(C(=O)O)[nH]c2ccccc12)NC1CCCCC1	-5	-16	i	-6	-2	-3	2	6
70	Cc1[nH]c2ccc(C(=O)OC(C)C(=O)N(C)C3CCCCC3)cc2c1C (stereo unspecified)	-3	-2	-93	-6	11	10	-13	19
71	Cc1ccc(CNC(=O)C(=O)c2cn(CC(=O)N3CCOCC3)c3ccccc23)cc1	-1	4	-6	-17	-4	12	-8	6
72	Cc1ccc(OCc2nnc(SCC(=O)c3ccccc3)n2Cc2ccco2)cc1	-2	-1	19	-5	26	14	-12	25
73	COC(=O)C(NC(=O)c1ccc(Cl)cc1)(Nc1nc(C)cs1)C(F)(F)F (stereo unspecified)	-2	0	7	-1	14	10	0	13

Source: PubChem (Sanford-Burnham Center for Chemical Genomics)
